Tau ThT inhib: tau fibrillization inhibition (ThT binding); P10636; recombinant tau K18 P301L, heparin-induced fibrillization, ThT fluorescence; Potency, µM (titrated, usually from 57.4 µM), for inactives: at the highest dose activity, negative = inhibition, most hits filed as inhibitors; actives 2.1% (n = 270,000); AID 1460; note: % is set by controls: 0 for no effect and ±100 for the full control effect; nearly all actives have a fitted effect of over 55% in size
Target sequence (P10636 561-689 P618L limits assumed): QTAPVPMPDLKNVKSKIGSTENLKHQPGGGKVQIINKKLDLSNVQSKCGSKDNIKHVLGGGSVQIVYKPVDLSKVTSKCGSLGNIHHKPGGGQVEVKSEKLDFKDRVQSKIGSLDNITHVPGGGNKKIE
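Using a mix of unlabeled (15 uM) and Alexa 594-labeled (0.24 uM) tau K18 P301L, heparin-triggered fibrillization over 6 hr at 37 C was scored by ThT fluorescence.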
Tau fluor counter: counter-screen for tau fibril formation inhibitors; actives 0.93% (n = 280,000); tau K18 P301L (four-repeat tau fragment) Alexa594 fluorescence, heparin fibrillization; AID 1463; Potency, µM (highest dose often 57.7 µM), for inactives: at the top dose activity change, negative = decrease; note: % is set by controls: 0 for no effect and ±100 for the full control effect; nearly all actives have a fitted effect of over 55% in size
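Human K18 P301L tau (15 uM unlabeled plus 0.24 uM Alexa 594-labeled, final) in 100 mM sodium acetate pH 7 was mixed with compound and 20 uM heparin and incubated 6 hr at 37 C.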
GLA spleen mod: alpha-galactosidase A (human) modulation | human spleen homogenate, 4MU-alpha-Gal fluorescence, 40 min | Potency, µM (series often up to 80 µM), for the others: at the top dose activity change, negative = inhibition, most hits filed as inhibitors | actives 0.008% (n = 240,000);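 note: 0% = enzyme with vehicle and -100% = no enzyme basal signal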
Target sequence (P06280 32-429 limits assumed): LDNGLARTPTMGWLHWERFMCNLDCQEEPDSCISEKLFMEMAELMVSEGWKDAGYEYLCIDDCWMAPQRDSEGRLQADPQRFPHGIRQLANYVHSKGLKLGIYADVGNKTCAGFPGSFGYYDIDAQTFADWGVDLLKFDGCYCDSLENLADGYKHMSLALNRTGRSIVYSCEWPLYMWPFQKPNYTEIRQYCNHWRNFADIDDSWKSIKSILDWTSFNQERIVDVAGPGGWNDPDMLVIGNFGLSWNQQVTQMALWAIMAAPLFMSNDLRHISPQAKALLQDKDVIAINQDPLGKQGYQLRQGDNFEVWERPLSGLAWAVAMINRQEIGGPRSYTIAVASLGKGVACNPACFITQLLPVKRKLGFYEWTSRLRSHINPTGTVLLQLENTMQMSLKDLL
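Inhibition or activation of alpha-galactosidase in human spleen homogenate is scored by 4-MU fluorescence after 40 min at 37C, pH 5.0, with 1 mM substrate. AC50s come from concentration-response fitted to the Hill equation.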
Tau fibril FP: tau fibrillization inhibition (FP) | P10636 | K18 P301L tau heparin fibrillization, Alexa594 FP, 6 h | actives 0.39% (n = 280,000) | AID 1468 | Potency, µM (doses to about 57.7 µM), without a hit: at the top dose activity, negative = inhibition, hits mostly inhibitors; note: % is set by controls: 0 for no effect and ±100 for the full control effect; nearly all actives have a fitted effect of over 55% in size
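Read-out: fluorescence polarization of Alexa 594-labeled tau (0.24 uM), 555 nm excitation, 632 nm emission. Mixtures held 15 uM unlabeled K18 P301L, compound and 20 uM heparin, pH 7 acetate buffer, incubated 6 hr at 37 C.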
GAA spleen mod: inhibits or activates alpha-glucosidase in human spleen homogenate; human spleen homogenate, 4-MU-alpha-glucoside fluorescence; Potency, µM (highest dose often 79.9 µM), without a hit: top-dose activity change, negative = inhibition, hits mostly inhibitors; actives 0.006% (n = 240,000);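 note: 0% = enzyme with vehicle and -100% = no enzyme basal signal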
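Enzyme source: human spleen homogenate, 1 ug/well. Buffer 50 mM citric acid/K phosphate pH 5.0, 0.01% Tween-20. 4-MU-alpha-glucoside 1 mM; 37 C x 40 min; NaOH/glycine stop; fluorescence.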
GAA inhib: alpha-glucosidase (human) inhibition; P10253; purified human GAA, 4-MU-alpha-glucoside fluorescence; Potency, µM (doses to about 76.9 µM), for inactives: at the top dose activity change, negative = inhibition, hits mostly inhibitors; actives 0.005% (n = 200,000); AID 1466;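 note: plate controls were uninhibited enzyme wells for no effect and no-enzyme background for full effect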
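Endpoint fluorogenic read: 20 min room-temperature reaction of 4 nM human alpha-glucosidase with 400 uM 4-methylumbelliferyl-alpha-D-pyranoside, pH 5.0, quenched with 1M NaOH/1M glycine pH 10. AC50 from Hill modeling.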
GAA glycogen mod: inhibitors or activators of human alpha-glucosidase glycogen cleavage. P10253. recombinant GAA, glycogen substrate, Amplex Red glucose oxidase fluorescence. Potency, µM (top dose mostly 76.4 µM), inactives show at the highest dose activity change, negative = inhibition, most hits filed as inhibitors. actives 0.38% (n = 300,000);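 note: 0% = full enzyme reaction and -100% = no-enzyme basal signal; the screen sought inhibitors and activators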
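qHTS, 1536-well; enzyme 4 nM final; cpd up to 77 uM; substrate bovine liver glycogen 30 ug; 50 mM citrate/phosphate pH 5.0, 0.01% Tween-20; 37 C, 40 min; Amplex Red detection 45 min RT; Hill fit → AC50.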
HTT cytoprotect: cytoprotection in Huntington HTT-Q103 PC12 cell model | PC12 HTT-Q103 induced, cytoprotection, ATP luminescence, 40 h | Potency, µM (series often up to 56.4 µM), for the others: cytoprotection (ATP increase), most hits filed as activators | actives 0.14% (n = 230,000) | AID 1471;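 note: % of control where 0% means no effect; nearly all actives have a fitted effect of over 45% in size; toxic huntingtin expression switched on by the ecdysone agonist tebufenozide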
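Cells were plated at 1500 per well in phenol red-free DMEM with 5% equine and 5% calf serum. Tebufenozide (100 nM final) and compounds were added, then ATPlite reagent, and luminescence was read.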
* = called active by the depositor; u = inconclusive; x = not tested or not shown; [ ] = dose if it differs, or a comment. Calls come from the whole dose curve; as a rule, active = well fitted curve in the direction sought with a large enough effect; inconclusive = small, poorly fitted or top-dose-only effect, or another doubt; inactive = no such curve, though single readings can be large; an effect the other way counts as inactive or inconclusive. Potency is the fitted concentration of half-maximal effect.

item | Molecule | Tau ThT inhib | Tau fluor counter | GLA spleen mod | Tau fibril FP | GAA spleen mod | GAA inhib | GAA glycogen mod | HTT cytoprotect
1 | CCn1c(CCn2ccnc2C)n[nH]c1=S | -3% | 0% | 6% | -8% | 1% | -1% | 4% | 6%[10 µM]
2 | Cc1ccc(C)c(N2CCN(c3c(CN4CCCC4)c(=O)oc4ccccc34)CC2)c1 | u | -25% | x | -13% | x | x | -12%[76.3 µM] | x
3 | Cc1cccc(Oc2nc3ccccn3c(=O)c2/C=C(\C#N)C(=O)NC2CCS(=O)(=O)C2)c1 (stereo not drawn) | -1% | 5% | u | 4% | 1% | 13% | 7% | -7%[10 µM]
4 | CC(=O)N1CCCC1c1nc2ccccc2n1Cc1ccccc1Cl (stereo not drawn) | 4% | -4% | x | 6% | x | x | 0%[76.3 µM] | x
5 | COc1ccc2cc3c(N)nn(C(=O)c4ccc(Cl)c([N+](=O)[O-])c4)c3nc2c1 | -17% | -24% | 1% | -1% | -3% | -2% | 2% | 19%[10 µM]
6 | COC(=O)c1c(C)nsc1NC(=O)Oc1ccccc1 | -6% | 0% | 4% | 7% | 2% | -5% | -5% | -27%
7 | N#Cc1c(N2CCOCC2)nc(-c2ccco2)c2c1CCCC2 | -14% | -1% | -5% | 0% | -5% | u | -10% | -14%
8 | CC(C)C(NC(=O)c1ccc(Cl)cc1)C(=O)NC1=NCCS1 (stereo not drawn) | -11% | -14% | 2% | -5% | -3% | -4% | 14% | -1%[10 µM]
9 | COc1ccc(C(CC(=O)c2ccc(O)cc2)S(=O)(=O)c2ccc(C)cc2)cc1 (stereo not drawn) | -15% | u | -11% | u | -12% | u | 2% | -16%
10 | CCc1ccc(/C=C/C(=O)C2C(=O)c3ccccc3C2=O)cc1 | u | -2% | 3% | 7% | -4% | -13% | -7% | -102%[inhibitor]
11 | Cc1ccc2nc(NC(=O)c3ccc4ncsc4c3)sc2c1 | 10% | -14% | -8% | -7% | -8% | -1% | -6% | 9%[10 µM]
12 | CC(C)c1ccc(C(=O)N2CCN(c3cnn(C)c(=O)c3Cl)CC2)cc1 | -12% | -6% | 5% | 3% | 4% | 10% | 4% | 12%[10 µM]
13 | CC(C)=CCN1CCN(Cc2cccc3nccnc23)CC1CCO (stereo not drawn) | -3% | 3% | -2% | -2% | 2% | x | 7% | -11%[10 µM]
14 | CCOc1ccc(C2C(C#N)=C(N)Oc3nc[nH]c(=O)c32)cc1 (stereo not drawn) | -2% | 0% | -6% | -7% | -5% | -5% | -1% | -1%
15 | Cc1sc2ncn(CCC(=O)O)c(=O)c2c1C | -3% | 1% | -1% | 2% | -6% | 2% | -13% | 3%
16 | CCc1ccc(OCC(=O)Nc2ccc3c(c2)c2ccccc2n3CC)cc1 | u | -25% | x | -8% | x | x | 9%[76.3 µM] | x
17 | COC(=O)c1c(NC(=O)/C=C/c2ccco2)sc2c1CCC2 | -5% | 8% | -4% | 4% | -2% | 4% | -3% | 3%[10 µM]
18 | CCc1ccccc1NC(=O)NC1CCCCC1 | 6% | 7% | 16% | -6% | 11% | 4% | -10% | 3%
19 | Cn1nc(C(F)(F)F)c2cc(C(=O)Nc3ccc(F)cc3)sc21 | -2% | -24% | 2% | -18% | 0% | -8% | 1% | 6%[10 µM]
20 | CC(C)CNC(=O)NC(=O)COC(=O)c1cccc(NS(=O)(=O)c2ccc(F)c(F)c2)c1 | 1% | -24% | 3% | 7% | -3% | -12% | -5% | -12%[1.9 µM]
21 | COC(=O)C1=C(C)N(C)C(=S)NC1c1ccc(Cl)cc1 (stereo not drawn) | -8% | -16% | 10% | -7% | 3% | 2%[15.4 µM] | -4% | 26%[0.074 µM]
22 | CC1CCCCN1C(=O)CSCC(=O)Nc1nc(-c2cccs2)cs1 (stereo not drawn) | -15% | -18% | 1% | 8% | 2% | 1% | 3% | -5%
23 | Cc1cc(-c2nnc(SCC(=O)N3C(C)CCCC3C)o2)no1 (stereo not drawn) | -6% | 0% | 5% | u | -9% | -6% | 11% | 17%
24 | CC(C)(CO)NCc1ccc(Br)cc1 | 5% | 2% | 5% | -3% | -2% | -4% | -2% | x
25 | CCOc1ccc(/C=N/Nc2nc(=O)[nH]nc2C)cc1OC | u | -8% | -10% | 1% | -10% | -3% | -22% | -20%

Single records, as listed above.
Shown for COC(=O)c1c(NC(=O)/C=C/c2ccco2)sc2c1CCC2 = Tau ThT inhib: -5%; Tau fluor counter: 8%; GLA spleen mod: -4%; Tau fibril FP: 4%; GAA spleen mod: -2%; GAA inhib: 4%; GAA glycogen mod: -3%; HTT cytoprotect: 3%[10 µM]
Shown for N#Cc1c(N2CCOCC2)nc(-c2ccco2)c2c1CCCC2 = Tau ThT inhib: -14%; Tau fluor counter: -1%; GLA spleen mod: -5%; Tau fibril FP: 0%; GAA spleen mod: -5%; GAA inhib: u; GAA glycogen mod: -10%; HTT cytoprotect: -14%
Shown for CC(C)C(NC(=O)c1ccc(Cl)cc1)C(=O)NC1=NCCS1 (stereo not drawn) = Tau ThT inhib: -11%; Tau fluor counter: -14%; GLA spleen mod: 2%; Tau fibril FP: -5%; GAA spleen mod: -3%; GAA inhib: -4%; GAA glycogen mod: 14%; HTT cytoprotect: -1%[10 µM]

Continuation.
item | Molecule | Tau ThT inhib | Tau fluor counter | GLA spleen mod | Tau fibril FP | GAA spleen mod | GAA inhib | GAA glycogen mod | HTT cytoprotect
26 | O=C(CN1C(=O)CCC1=O)c1ccc(-c2ccccc2)cc1 | 7% | 3% | 5% | 2% | 11% | 12% | 12% | 24%[10 µM]
27 | CCCCOP(=O)(OCCCC)C1(NS(=O)(=O)c2ccccc2)C=CC(=O)c2ccccc21 (stereo not drawn) | -9% | -6% | -3% | -8% | -20% | 1% | -9% | -19%
28 | c1ccc(N2CCOCC2)c(Nc2nc3ccccc3n3cnnc23)c1 | u | u | -1% | 11% | 1% | -11% | 1% | -21%
29 | O=C(COc1ccccc1[N+](=O)[O-])NNC(=O)Nc1cccc2ccccc12 | u | -25% | 9% | 5% | -1% | -12% | u | -15%
30 | O=C(CCNS(=O)(=O)c1ccc(Br)cc1)NCc1ccc2c(c1)OCO2 | -6% | -7% | -7% | -2% | -5% | 2% | 1% | 4%
31 | Cc1ccc(C(=O)Nc2cccnc2)cc1[N+](=O)[O-] | -7% | 0% | -1% | 1% | 0% | 2% | 5% | -12%
32 | Cc1ccc(Cl)cc1N1CCN(CCCNC(=O)c2nnc(Cc3cccc(Cl)c3)o2)CC1 | u | u | x | 3% | x | x | -11%[76.3 µM] | x
33 | O=C(NCc1ccco1)c1ccc(-c2ccccc2Cl)o1 | -17% | -15% | 2% | 4% | 7% | 3% | -5% | -45%[inhibitor]
34 | CC(C)=C1C2C=CC1C1C(=O)N(c3ccc4c(c3)OCO4)C(=O)C21 (stereo not drawn) | u | -11% | 3% | -5% | 0% | -1% | -1% | -2%[10 µM]
35 | COC(=O)c1ccc(Cl)cc1NC(=O)Nc1nnc(N(C)C2CCCCC2)s1 | 3% | -1% | x | -5% | x | x | -1%[76.3 µM] | x
36 | CC1CCCN(S(=O)(=O)c2ccc(C(=O)Nc3nnc(-c4ccccn4)o3)cc2)C1 (stereo not drawn) | 0% | -11% | 3% | -10% | 9% | -11% | -2% | 4%
37 | CCCCn1c(=O)[nH]c(=O)c2c1nc(-c1ccc(-c3ccccc3Br)o1)n2CCOC | u | -6% | 7% | -6% | 0% | 6% | -5% | -32%
38 | Cc1cc(C)n(/N=C/c2cc([N+](=O)[O-])ccc2O)c(=O)c1 | -14% | 1% | 7% | 2% | 0% | 4% | -9% | x
39 | CC/C(=N\NC(=O)c1ccc(N(C)C)cc1)c1ccccc1 | u | -6% | -3% | -5% | -3% | 1% | -3% | x
40 | Cc1ccc2nc(NC(=O)C3CCCN(S(=O)(=O)c4cccnc4)C3)sc2c1 (stereo not drawn) | -9% | -9% | 2% | 6% | -9% | -9% | -2% | -5%
41 | CN(C)/C=C/C(=O)c1ccc(Oc2ncccn2)cc1 | u | -16% | -3% | u | 1% | u | 4% | 4%[10 µM]
42 | CCCCNC(=O)Cn1ncc2c(C)n(Cc3cccc(Cl)c3)c(C)c2c1=O | 4% | -7% | x | 1% | x | x | 15%[76.3 µM] | x
43 | Cc1ccc(NC(=O)C2CCCN(S(=O)(=O)c3c(C)noc3/C=C/N(C)C)C2)cc1F (stereo not drawn) | u | -30% | 8% | -3% | -6% | -3% | -5% | -23%
44 | CCOc1ccc(-c2cc(CCCC(=O)NCCc3ccccc3)no2)cc1 | u | -14% | 11% | -4% | 3% | 1% | 1% | -1%
45 | COc1cc(OC)c2c(-c3ccccc3)cc(=O)oc2c1C(CC(=O)N1CCN(c2ccccc2)CC1)c1ccc2c(c1)OCO2 (stereo not drawn) | u | u | 6% | 6% | -2% | x | 0% | -6%[10 µM]
46 | O=C(c1ccc(Cl)c(Cl)c1)N1CCC(O)(CN2CCOCC2)CC1 | 7% | 11% | 3% | 7% | 9% | 6% | 11% | -16%

Three entries from above, arranged by the value under Tau fibril FP, ascending.
nr	Compound	Tau ThT inhib	GLA spleen mod	Tau fibril FP	GAA spleen mod	GAA inhib	GAA glycogen mod
2	Cc1ccc(C)c(N2CCN(c3c(CN4CCCC4)c(=O)oc4ccccc34)CC2)c1	u	x	-13%	x	x	-12%[76.3 µM]
43	Cc1ccc(NC(=O)C2CCCN(S(=O)(=O)c3c(C)noc3/C=C/N(C)C)C2)cc1F (stereo not drawn)	u	8%	-3%	-6%	-3%	-5%
33	O=C(NCc1ccco1)c1ccc(-c2ccccc2Cl)o1	-17%	2%	4%	7%	3%	-5%
